Screens from PubChem.
MPTP inh – mitochondrial permeability transition pore inhibitors, primary screen, biochemical, isolated mouse mitochondria, absorbance; Ca2+ swelling absorbance, 30 min; inhibition, % at 10 µM; hit rate 1.4% among 360,000; AID 602449, 2012;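 active = inhibition of 50% or more, scaled per plate between neutral and stimulator controls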;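 note: 0% = DMSO wells given calcium and 100% = 1 mM EGTA wells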
GRIN3A LBD mod – binders of NR3A ligand-binding domain, primary screen, biophysical, differential scanning fluorimetry, uHTS. Glutamate receptor ionotropic, NMDA 3A (GRIN3A) ligand-binding domain. NR3A LBD differential scanning fluorimetry, Tm shift; 0% = protein alone, 100% = glycine-bound protein. AID 1259313, 2017. Tm shift relative to glycine control, % at 25 µM. hit rate 2.5% among 340,000;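 active = melting temperature shift of at least 10% of the positive control shift, at one fixed dose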
Numbers without * were called inactive. An excerpt; count on the stated rates, not on these rows.

GRIN3A LBD mod	MPTP inh	Molecule
0	1.2	O=c1ccn(Cc2ccccc2)c(SCc2ccccc2)n1
1	-1.1	CCOC1=C(C#N)CC2(CC1)c1ccccc1-c1ccccc12
2	0.1	O=C1NC(=O)/C(=C\c2ccc(Cl)cc2Cl)N1
-10	0.5	O=c1cc(N2CCC3(CC2)OCCO3)[nH]c(=O)n1-c1ccc(Br)cc1
0	2.5	Cc1ccc(CNCCCn2cnc(C(=O)Nc3ccc(C)c(C)c3)n2)o1
-5	1.4	Cc1ccc(Cn2c(O)c(N=NC(=S)Nc3ccccc3F)c3cc(S(=O)(=O)N4CCOCC4)ccc32)cc1
-1	0.6	Brc1ccc2oc3c(N4CCOCC4)ncnc3c2c1
-4	-0.5	O=C(O)c1cccc(-n2cccc2/C=C2/NC(=O)N(c3ccc(Cl)cc3)C2=O)c1
1	1.2	O=C1NC(=O)C(c2ccccc2)(C2CCCC2)N1 (stereo unspecified)
4	-0.8	CC(=O)c1cccc(NC(=S)NC(=O)c2cccc(C)c2)c1

(further entries)
GRIN3A LBD mod	MPTP inh	Molecule
0	-1.2	Cc1ccc(S(=O)(=O)N2CCOCC2)cc1NC(=O)Cn1c(=O)ccn(Cc2ccccc2)c1=O
1	-1.3	O=C(Cc1ccc([N+](=O)[O-])cc1)Oc1ccccc1
1	-0.5	C=CCc1c(C)nc2c(-c3ccccc3)cnn2c1N1CCOCC1
-8	2.1	Cc1ccc(N(CC(=O)N/N=C/c2cccc(Br)c2)S(C)(=O)=O)cc1
-5	11	COc1ccc(-c2csc(NC(=O)Cc3cccc4ccccc34)c2C(=O)O)cc1
2	2.2	CCN(CC(=O)Nc1ccc(NC(C)=O)cc1)C(=O)c1cccc(N2C(=O)c3ccccc3C2=O)c1
-2	-1.0	CC(Oc1ccccc1F)C(=O)NNC(=O)c1ccc(-n2cncn2)c([N+](=O)[O-])c1 (stereo unspecified)
0	-3.0	COc1ccc(N=C2C(=S)N(c3ccc(OC)cc3)C(=NS(=O)(=O)c3ccccc3)N2c2ccccc2)cc1
-2	0.1	NC(=O)C1(Nc2ccc(Cl)cc2)CCCC1
-8	4.1	Cc1ccc(CN2CC(C(=O)Nc3ccc(C)c(S(=O)(=O)N4CCCCC4)c3)CC2=O)cc1 (stereo unspecified)

Full records as entered above. Screens in order: GRIN3A LBD mod	MPTP inh
Cc1ccc(CN2CC(C(=O)Nc3ccc(C)c(S(=O)(=O)N4CCCCC4)c3)CC2=O)cc1 (stereo unspecified) as listed: -8	4.1
Cc1ccc(N(CC(=O)N/N=C/c2cccc(Br)c2)S(C)(=O)=O)cc1 as listed: -8	2.1
C=CCc1c(C)nc2c(-c3ccccc3)cnn2c1N1CCOCC1 as listed: 1	-0.5
COc1ccc(N=C2C(=S)N(c3ccc(OC)cc3)C(=NS(=O)(=O)c3ccccc3)N2c2ccccc2)cc1 as listed: 0	-3.0
Cc1ccc(S(=O)(=O)N2CCOCC2)cc1NC(=O)Cn1c(=O)ccn(Cc2ccccc2)c1=O as listed: 0	-1.2

New compounds follow.
GRIN3A LBD mod	MPTP inh	Molecule
-1	2.9	C=C(CCO)C1=CCN(S(=O)(=O)C(C)(C)C)[C@@H]1CCO
-2	1.4	Cc1ccc2nc(NCc3ccccc3)[nH]c2c1
0	-0.7	COC(=O)c1ccc(C(=O)OC)c(NC(=O)C2CC(=O)N(C3CCCC3)C2)c1 (stereo unspecified)
2	0.7	O=C(O)c1ccc([N+](=O)[O-])cc1Sc1ccsc1
2	-1.4	O=C(CSc1ncn[nH]1)c1ccccc1
-1	-0.1	CN(C(=O)c1cccc(NC(=O)Cc2ccc(NC(=O)C3CCN(C(=O)C4CC4)CC3)cc2)c1)C1CCCC1
-15	9.7	O=C1[C@H](Cc2ccccc2)NCC=CC[C@@H](c2ccc(Cl)cc2)N1Cc1ccc(Cl)cc1
-1	0.5	CCC(C)NC(=O)C(=O)NC1CCCC1 (stereo unspecified)
0	0.4	O=C(/C(=N/O)c1ccccc1)c1ccccc1
0	1.8	Cc1cc(NC2=CC(=O)C(=O)c3ccccc32)no1

Other results
GRIN3A LBD mod	MPTP inh	Molecule
0	-0.3	CC1(C2CCC3C4CCC5CC6(CCC5(C)C4C(=O)CC32C)OCCO6)OCCO1 (stereo unspecified)
0	-1.4	CN(C)c1nc2c(cnn2C)c(=O)[nH]1
0	0.9	CON=C1C=C(C)C(=O)C(C)=C1C
-2	0.3	O=C(O)C(CCc1ccccc1)(Cc1ccccc1)C(=O)O
-1	1.8	CCOc1ccccc1C=NNC(=O)C(=O)NN=Cc1ccccc1OCC
-5	-1.6	CC1OC(OC2C(CO)OC(OCC3OC(OC(=O)[C@@]45CCC(C)(C)C[C@@H]4C4=CC[C@@H]6[C@@]7(C)CCC(OC8OCC(O)C(O)C8OC8OC(C)C(O)C(O)C8O)[C@@](C)(CO)C7CC[C@@]6(C)[C@]4(C)CC5)C(O)C(O)C3O)C(O)C2O)C(O)C(O)C1O (stereo partly specified)
5	1.6	COc1ccccc1Nc1nc(-c2c(C)[nH]c3ccccc23)cs1
0	-1.9	O=C(O)CCCCCCCCCCC1CCC(O)C1O (stereo unspecified)
4	1.2	O=C1C(=Nc2cccc(Cl)c2)CC(c2ccc(Cl)cc2)N1c1cccc(Cl)c1 (stereo unspecified)
7	10	CCOc1ccc(C(=O)Nc2cccc(NC(=O)c3cccs3)c2)cc1[N+](=O)[O-]

Entries above that contain two or more sulfur atoms (three):
GRIN3A LBD mod	MPTP inh	Molecule
-5	1.4	Cc1ccc(Cn2c(O)c(N=NC(=S)Nc3ccccc3F)c3cc(S(=O)(=O)N4CCOCC4)ccc32)cc1
0	-3.0	COc1ccc(N=C2C(=S)N(c3ccc(OC)cc3)C(=NS(=O)(=O)c3ccccc3)N2c2ccccc2)cc1
2	0.7	O=C(O)c1ccc([N+](=O)[O-])cc1Sc1ccsc1

Further structures:
GRIN3A LBD mod	MPTP inh	Molecule
12*	11	Cc1ccc2cc(/C=N/Nc3nc4ccccc4[nH]3)c(Cl)nc2c1
-1	-0.7	CN(C(=O)c1cccc(NC(=O)Cc2ccc(NC(=O)C3CCN(C(=O)C4CC4)CC3)cc2)c1)C1CC1
10*	1.1	CN(C(=O)c1cccc(NC(=O)Cc2ccc(NC(=O)C3CCCN(S(=O)(=O)c4cccc([N+](=O)[O-])c4)C3)cc2)c1)C1CCCC1 (stereo unspecified)
-2	0.1	OC1(c2ccc(OC(F)F)cc2)CSC(=Nc2cccnc2)N1Cc1ccco1 (stereo unspecified)
-5	1.8	Cc1ccc(S(=O)(=O)Nc2ccccc2/C=N/c2nc3ccccc3n2C)cc1
-6	-0.7	COc1cc(/C=N/Nc2cccc(C)c2)ccc1OC(=O)c1cccs1
0	-0.1	O=C(O)c1ccc(NS(=O)(=O)Cc2ccc(Cl)c(Cl)c2)cc1
-1	0.0	CC(=O)N1CCN(C(C)=O)c2ccccc21
1	1.4	CC(C)(C)OC(=O)N1CCCC(C(=O)Nc2cccc(C(=O)NC3CC3)c2)C1 (stereo unspecified)
4	-2.2	Cc1noc(C)c1NC(=O)N(C)C[C@H]1Oc2c(cccc2N(C)C)C(=O)N([C@H](C)CO)C[C@@H]1C

More records:
GRIN3A LBD mod	MPTP inh	Molecule
-2	1.4	CC(O)C(NS(=O)(=O)c1ccc2ccccc2c1)C(=O)OCC(=O)Nc1ccccc1OC(F)F (stereo unspecified)
-4	-0.4	Cc1c[n+]([O-])cc(C)c1[N+](=O)[O-]
8	-1.5	O=C(CNCc1ccc(Cl)cc1)Nc1cccc(C(=O)O)c1
2	-1.1	Cc1ccc(C(=O)O)c(NC=O)c1OCc1ccccc1
0	1.1	Cc1c(NC(=O)Nc2ccccc2)c(=O)n(-c2ccccc2)n1C
0	0.1	CC(C)(C)OC(=O)C(C1NC(C(=O)O)C(C)(C)S1)N1C(=O)c2ccccc2C1=O (stereo unspecified)
0	-0.4	CN(Cc1cnc2nc(N)nc(N)c2n1)c1ccc(C(=O)NC(CCC(=O)O)C(=O)O)cc1C(F)(F)F (stereo unspecified)
-5	0.7	O=C(/C=C/c1ccc(-c2ccccc2[N+](=O)[O-])o1)c1ccccc1
-1	34	Cc1ccc(C(=O)O)cc1N=Cc1cc(Br)cc(Br)c1O
-2	1.1	CC(C)(C)c1nnc2sc(SCC(O)=C(C#N)c3nc4ccccc4[nH]3)nn2c1=O

Continuation.
GRIN3A LBD mod	MPTP inh	Molecule
-3	-2.0	O=c1ccn(C2CCCO2)c(=O)[nH]1 (stereo unspecified)
0	1.4	CC1CN(Cc2ccccc2)C(=O)N(c2ccccc2)C1=O (stereo unspecified)
27*	2.6	Cc1ccc(S(=O)(=O)n2c3ccc(Cl)cc3c3nc(C)sc32)cc1
-1	0.4	Nc1c2c(=O)[nH]c(O)cc2nn1-c1ccccc1
-9	95*	Cc1cccc(C(=O)NC(=S)NNC(=O)c2ccc(Cl)cc2)c1
2	1.6	COc1cc(CC2C(=O)OCC2C(=O)c2ccc3c(c2)OCO3)cc(OC)c1OC (stereo unspecified)
0	-0.6	COc1ccc(OC)c(C(=O)C(=O)c2cc(OC)ccc2OC)c1
0	-0.1	O=C1OC(c2ccccc2)(c2ccccc2)c2ccccc21
-3	-0.7	O=C1CSCc2nc3ccccc3n21
3	1.2	Cc1ccc(C(=O)N2[C@@H]3CN(C)C(=O)[C@@]2(C)[C@H]2C(=O)N(C)C(=O)[C@@H]32)cc1

(more compounds)
GRIN3A LBD mod	MPTP inh	Molecule
0	10	CN1CCN(c2ccc(-c3ccc4ccccc4n3)cc2)CC1
-3	0.2	O=Nc1c(O)[nH]c2ccc(Cl)c(Cl)c12
5	-1.3	Nc1nc(N)nc(-c2ccc([N+](=O)[O-])o2)n1
2	-0.4	O=C1C(=NO)CC(c2ccccc2)N1c1ccccc1 (stereo unspecified)
2	1.7	COc1cc(CCNC2=CC(=O)c3ncccc3C2=O)ccc1O
-10	3.0	CCCS(=O)(=O)Nc1ccc(Nc2c3ccccc3nc3ccccc23)c(OC)c1
1	-1.0	C=CCNC(=O)c1ccc2nc(Cc3ccc(OC)cc3)oc2c1
-24	0.2	CC(=O)Nc1ccc2c(c1)C(=Nc1ccccc1)c1ccccc1-2
0	0.7	O=c1c2ccccc2sc2c(CO)ccc(NCCN3CCCCC3)c12
2	-1.5	Oc1c(CN2CCOCC2)cc(CN2CCOCC2)cc1CN1CCOCC1

(listing goes on)
GRIN3A LBD mod	MPTP inh	Molecule
0	-1.2	CCOC(=O)c1cnn(C(=O)c2ccccc2)c1N
31*	-1.5	O=c1[nH]c(O)c(/C=C2\C=Nc3ccccc32)[nH]1
2	-0.1	O=[N+]([O-])c1cccc(C=NN2CCCCCC2)c1
-3	-1.0	CC(C)(C)OC(=O)N(CCc1ccccc1)Cc1cccc(OCc2cccc(NC(=O)C3CC3)c2)c1
2	-0.6	O=C(O)C(Cc1ccccc1N(CCO)CCO)N1C(=O)c2ccccc2C1=O (stereo unspecified)
1	-1.4	Cc1onc(-c2c(Cl)cccc2Cl)c1C(=O)Nc1c(C)n(C)n(-c2ccccc2)c1=O
0	0.5	O=C(CCc1nc2ccccc2c(=O)[nH]1)NCCN1C(=O)S/C(=C\c2ccc(OC(F)F)cc2)C1=O
-1	-0.7	Cc1cc(Br)c(Oc2cc(NN3CCCCC3)c([N+](=O)[O-])cc2[N+](=O)[O-])c(Br)c1
-1	0.9	CC1CC(=O)Nc2ccccc2N1 (stereo unspecified)
16*	43	Oc1[nH]c(=S)sc1/C=C1\C(c2ccccc2)=Nc2ccccc21

Next part
GRIN3A LBD mod	MPTP inh	Molecule
1	0.5	CC(C)N1CCN(Cc2cccs2)CC1CCO (stereo unspecified)
1	50*	CCSc1nc2sc3c(c2c(=O)n1C1CCCCC1)CCN(C)C3
-2	-1.0	O=C1NC(=O)C(CCc2ccccc2)(c2ccccc2)N1 (stereo unspecified)
1	-1.4	CC(=NNC(=S)N1CCN(c2ccccn2)CC1)c1nccs1
0	-1.5	Cc1cn(CC(=O)N[C@H](CO)Cc2c[nH]c3ccccc23)c(=O)[nH]c1=O
-2	4.7	CCOC(=O)c1c(NC(=O)c2ccc(-n3cnnn3)cc2)sc2c1CCCC2
10*	3.4	Cc1ccc(NC(=O)CC2Nc3ccccc3NC2=O)cc1Cl (stereo unspecified)
-1	0.6	O=C(O)/C=C(/c1ccccc1)C(F)(F)F
36*	60*	Cc1ccc2nc(-c3ccc(NS(=O)(=O)c4ccc(F)c(F)c4)cc3)sc2c1
-11	2.3	COC(=O)Cc1c(-c2[nH]c3ccccc3c2CC(=O)OC)[nH]c2ccccc12

The list continues.
GRIN3A LBD mod	MPTP inh	Molecule
-1	0.5	Cn1c(C(=O)NCCCN2CCN(c3ccc(F)cc3)CC2)cc2c(=O)n(C)c3ccccc3c21
-5	-0.2	C(=C1c2ccccc2-c2ccccc21)c1ccccn1
-3	-1.9	N#CC(C#N)=C1C=CC=CN1/C(=C\c1ccco1)C(=O)c1ccc(Cl)cc1
-2	0.8	COc1ccc(NC(=O)Cc2ccc(C)cc2)c([N+](=O)[O-])c1
1	-2.1	CC(=O)OC(C)(CCC(C)(OC(C)=O)C(C)=O)C(C)=O (stereo unspecified)
-1	-1.7	O=c1[nH]c2cc3c(cc2cc1CN(CCc1ccccc1)C(=S)NCCCN1CCOCC1)OCCO3
0	-2.0	CC(=O)NC(=S)NNC(=O)COc1ccc(Br)cc1
-1	0.2	O=S(=O)(c1cc(Cl)cc(Cl)c1)N1CCC2CC1c1cc(Cl)ccc12 (stereo unspecified)
-14	3.3	CCN(CC)C1Oc2cc3c(cc2C(c2cccc(OC)c2O)C1C)OCO3 (stereo unspecified)
0	-0.4	O=C1NC(=O)C(=Cc2ccco2)S1
1	-0.5	Cc1cc(C(=O)Cn2cnc3ccc(Cl)cc3c2=O)c(C)n1C1CC1
0	-0.9	CN(C)c1nc(-c2cccnc2)nc(-c2ccccc2)c1C#N
-2	13	CCOC(=O)c1sc2nc3c(SCCC(=O)O)cc(C(=O)c4cc(OC)ccc4O)cn3c(=O)c2c1C
